Bioassay records from PubChem.
inhibitors of VEEV: inhibitors of VEEV TC-83 cytopathic effect, confirmation, Vero cells (AID 588727); Vero cells, VEEV TC-83 cytopathic effect inhibition; higher % means a stronger effect; one-dose inhibition, % at 20 µM; IC50 in µM for titrated hits; actives 0.13% (n = 350,000); in the data active means a potency from the dose series; inconclusive means inhibition mostly from about 14% at the one dose, without a potency; inactive means the rest, 99 in 100 with inhibition below about 12%; further: strong numbers were not always called active
influenza NS1A: NS1A inhibition, H1N1 influenza, cell based functional assay (AID 504329); NS1A functional cell-based assay, percent inhibition; higher % means a stronger effect; inhibition, % at 12.5 µM, or IC50 in µM where a hit was titrated; actives 0.3% (n = 340,000); in the data active means a potency from the dose series; inconclusive means inhibition above about 27% without an active follow-up result; further: strong numbers were not always called active
Salmonella PhoP GFP: Inhibition of PhoP regulon, Salmonella typhi GFP reporter cells, confirmation, 4 h (AID 1850); Salmonella Typhi PhoP-promoter GFP reporter, fluorescence, 4 h; higher % means a stronger effect; actives 0.33% (n = 310,000); inhibition, % at 50 µM; hits with a dose series show IC50 in µM; in the data active means a potency from the dose series; inconclusive means inhibition mostly from about 25% at the one dose, without a potency; inactive means the rest, 99 in 100 with inhibition below about 19%;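 further: 0% = induced wells with vehicle and 100% = uninduced wells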
tuberculosis growth: growth inhibition of non-replicating M. tuberculosis (AID 488890); inhibition, % at 25 µM, or IC50 in µM where a hit was titrated; Mycobacterium tuberculosis non-replicating, growth inhibition; higher % means a stronger effect; actives 0.39% (n = 320,000); in the data active means a potency from the dose series; inconclusive means inhibition mostly from about 82% at the one dose, without a potency; inactive means the rest, 99 in 100 with inhibition below about 76%;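 further: plate controls were DMSO cells for no effect and high antibiotic wells for full effect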
M. tuberculosis HTS: M. tuberculosis growth inhibition, HTS (AID 449762). M. tuberculosis H37Rv growth inhibition, 7H9 media; higher % means a stronger effect. inhibition, % at 25 µM; hits with a dose series show IC50 in µM. actives 0.59% (n = 330,000); in the data active means a potency from the dose series; inconclusive means inhibition above about 70% without an active follow-up result;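 further: bacterial growth assessed after seven days of incubation; strong numbers were not always called active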
inhibitors of VEEV 10K pilot screen: recorded beside inhibitors of VEEV, whose call it bears; inhibition, %; measured here: 10K pilot screen inhibition
* = called active by the depositor; i = inactive; ? = inconclusive; . = not tested or not shown.

Preview, 2 compounds:
SMILES	inhibitors of VEEV	influenza NS1A	Salmonella PhoP GFP	tuberculosis growth	M. tuberculosis HTS	others
C/C(=N\NC(=O)c1c[nH]c2ccccc12)c1ccccn1	7.5%	3.2µM*	2%	6.4µM*	?
COc1ccc(C)cc1NC(=O)c1cc2ccccc2o1	1.9%	-1%	15%	32%	-1%

Main list, repeating the preview:
SMILES	inhibitors of VEEV	influenza NS1A	Salmonella PhoP GFP	tuberculosis growth	M. tuberculosis HTS	others
C/C(=N\NC(=O)c1c[nH]c2ccccc12)c1ccccn1	7.5%	3.2µM*	2%	6.4µM*	?
COc1ccc(C)cc1NC(=O)c1cc2ccccc2o1	1.9%	-1%	15%	32%	-1%
Cc1cc(OC(=O)c2ccc(C(F)(F)F)cc2)c([N+](=O)[O-])c(=O)[nH]1	2.5%	-2%	3%	-9%	-4%
CC1=CC(C)(C)N2C(=O)C3(SCC(=O)N3c3ccc(O)cc3)c3cc(C)cc1c32 (configuration not stated)	1.3%	3%	8%	43%	9%
COc1cc(OC)cc(C(=O)Nc2ncc3c(n2)CC(C)CC3=O)c1 (configuration not stated)	i	1%	-4%	-2%	0%
CCOC(=O)C1CCN(CC(=O)NC(=O)NC2CCCCC2)CC1	0.5%	0%	-1%	19%	-2%
CC1(C)CC(NNCCC#N)=CC(=[N+]2CCCC2)C1	i	-2%	0%	13%	-7%
Cc1cccc(C)c1NC(=O)C1(N(Cc2ccco2)C(=O)c2ccccn2)CCCC1	i	-10%	-28%	-13%	-7%
O=C(COC(=O)CNC(=O)C1CCCCC1)Nc1ccc(Cl)cn1	i	1%	-5%	2%	3%
CCOC(=O)N1CCC(NC(=O)CCS(=O)(=O)c2ccc3c(c2)CCN3C(C)=O)CC1	1.1%	21%	-3%	3%	-3%
CCCCn1c(-c2cccnc2)n[nH]c1=S	2.5%	-3%	4%	-20%	-12%
CCOC(=O)C(=O)Nc1ccccc1C(=O)NC(C)C	i	4%	2%	-5%	-2%	inhibitors of VEEV 10K pilot screen=1.5
O=C(O)c1ccc(CCCc2ccccc2)cc1	0.1%	-2%	.	.	.
Cc1ccc2c(c1)C1OCCC1C1N2C(=O)C2C(C(=O)O)C3C=CC21O3 (configuration not stated)	i	-20%	3%	-22%	4%
O=C(COC(=O)c1ccccc1Nc1ccccc1)NCc1ccccc1Cl	0.8%	-6%	8%	-2%	1%
Cc1ccc(N(CC(N)=O)C2SC(=O)N(Cc3cccc(C(=O)O)c3)C2=O)cc1 (configuration not stated)	1.3%	8%	2%	-8%	-3%
Cc1cccc(N2C(=O)N3[C@H](c4ccc(Br)cc4)[C@@H]4C(=O)N(C(C)(C)C)C(=O)[C@@H]4[C@]3(Cc3ccc(Cl)cc3)C2=O)c1	i	10%	-10%	33%	-2%
Cn1c(=O)c2c(ncn2CC(=O)OCC(=O)Nc2sccc2C(N)=O)n(C)c1=O	2.2%	-13%	-1%	-5%	-5%
CCOC(=O)C1CCN(c2c(N(C)Cc3ccco3)c(=O)c2=O)CC1	i	-10%	-3%	.	-2%
CC(=O)N1c2ccc(S(=O)(=O)NCC3CCC(C(=O)N(C)Cc4ccccc4)CC3)cc2CC1C (configuration not stated)	0.9%	1%	-2%	22%	-2%
Cc1cc(C)n2cc(CSc3ccccn3)nc2n1	i	0%	0%	26%	26%
Cc1ccc(C)c(CSc2nnc(-c3cccnc3)o2)c1	i	4%	8%	78%	9%
CCN(CC(=O)Nc1ccc2c(c1)OCCO2)C(=O)c1ccc([N+](=O)[O-])s1	i	1%	.	80%	18%
Nc1c(C(=O)OCC(=O)NCc2ccccc2)[nH]c(=O)[nH]c1=O	2.1%	9%	8%	.	2%
CC(=O)c1ccccc1NS(C)(=O)=O	1.7%	4%	-8%	-23%	3%
O=C(c1ccc(S(=O)(=O)N2CCCCC2)cc1)N1CCN(CCN2C(=O)c3cccc4cccc(c34)C2=O)CC1	8.6%	12%	5%	12%	1%
O=C(O)/C=C/c1cccc2c1OCCO2	i	-3%	2%	0%	-4%
O=C(O)c1ccc(COc2ccc(/C=N/NC(=O)c3cccs3)cc2)cc1	4.0%	-3%	-1%	78%	3%
Cc1cc(NC(=O)CSCC(=O)NC(C)c2ccccc2)no1 (configuration not stated)	i	-4%	.	9%	6%
CCc1ccccc1NC(=O)CN(C)S(=O)(=O)c1ccc(-c2ccc(=O)[nH]n2)s1	3.5%	-11%	5%	8%	0%

18 entries already listed, ordered by SMILES length, lowest first.
SMILES	inhibitors of VEEV	influenza NS1A	Salmonella PhoP GFP	tuberculosis growth	M. tuberculosis HTS	others
O=C(O)/C=C/c1cccc2c1OCCO2	i	-3%	2%	0%	-4%
CCCCn1c(-c2cccnc2)n[nH]c1=S	2.5%	-3%	4%	-20%	-12%
Cc1cc(C)n2cc(CSc3ccccn3)nc2n1	i	0%	0%	26%	26%
CCOC(=O)C(=O)Nc1ccccc1C(=O)NC(C)C	i	4%	2%	-5%	-2%	inhibitors of VEEV 10K pilot screen=1.5
Cc1ccc(C)c(CSc2nnc(-c3cccnc3)o2)c1	i	4%	8%	78%	9%
Cc1cc(NC(=O)CSCC(=O)NC(C)c2ccccc2)no1 (configuration not stated)	i	-4%	.	9%	6%
O=C(COC(=O)c1ccccc1Nc1ccccc1)NCc1ccccc1Cl	0.8%	-6%	8%	-2%	1%
CCOC(=O)C1CCN(c2c(N(C)Cc3ccco3)c(=O)c2=O)CC1	i	-10%	-3%	.	-2%
O=C(O)c1ccc(COc2ccc(/C=N/NC(=O)c3cccs3)cc2)cc1	4.0%	-3%	-1%	78%	3%
Cc1ccc2c(c1)C1OCCC1C1N2C(=O)C2C(C(=O)O)C3C=CC21O3 (configuration not stated)	i	-20%	3%	-22%	4%
Cn1c(=O)c2c(ncn2CC(=O)OCC(=O)Nc2sccc2C(N)=O)n(C)c1=O	2.2%	-13%	-1%	-5%	-5%
Cc1ccc(N(CC(N)=O)C2SC(=O)N(Cc3cccc(C(=O)O)c3)C2=O)cc1 (configuration not stated)	1.3%	8%	2%	-8%	-3%
CCN(CC(=O)Nc1ccc2c(c1)OCCO2)C(=O)c1ccc([N+](=O)[O-])s1	i	1%	.	80%	18%
CCc1ccccc1NC(=O)CN(C)S(=O)(=O)c1ccc(-c2ccc(=O)[nH]n2)s1	3.5%	-11%	5%	8%	0%
CCOC(=O)N1CCC(NC(=O)CCS(=O)(=O)c2ccc3c(c2)CCN3C(C)=O)CC1	1.1%	21%	-3%	3%	-3%
CC(=O)N1c2ccc(S(=O)(=O)NCC3CCC(C(=O)N(C)Cc4ccccc4)CC3)cc2CC1C (configuration not stated)	0.9%	1%	-2%	22%	-2%
O=C(c1ccc(S(=O)(=O)N2CCCCC2)cc1)N1CCN(CCN2C(=O)c3cccc4cccc(c34)C2=O)CC1	8.6%	12%	5%	12%	1%
Cc1cccc(N2C(=O)N3[C@H](c4ccc(Br)cc4)[C@@H]4C(=O)N(C(C)(C)C)C(=O)[C@@H]4[C@]3(Cc3ccc(Cl)cc3)C2=O)c1	i	10%	-10%	33%	-2%

(listing goes on)
SMILES	inhibitors of VEEV	influenza NS1A	Salmonella PhoP GFP	tuberculosis growth	M. tuberculosis HTS	others
O=C(c1cccn2c(=O)c3cc(Cl)ccc3nc12)N1CCOCC1	1.7%	2%	-2%	6%	4%
O=C(COC(=O)CCc1c[nH]c2ccccc12)NCc1ccc(Cl)cc1	i	-3%	-1%	7.8µM*	7%
O=[N+]([O-])c1ccc(NCCCN2CCOCC2)c([N+](=O)[O-])c1	i	0%	1%	-9%	4%
CC1(c2nnc(-c3cccc(Cl)c3)o2)CC(c2ccccc2Br)=NO1 (configuration not stated)	0.2%	-20%	-6%	62%	4%
CC(=O)N1CCN(S(=O)(=O)c2ccc3c(c2)CC(=O)N3)CC1	i	-9%	.	-11%	0%
FC(F)(F)c1ccc2c(c1)nnn2C1CCN(Cc2nnnn2Cc2ccccc2)CC1	4.1%	-2%	1%	6%	-2%	inhibitors of VEEV 10K pilot screen=3.0
Cc1cccc(C)c1OCC(=O)Nc1cc(Cl)ccc1-n1cncn1	7.4%	0%	-4%	13%	1%
Cc1ccc(C(=O)NNC(=S)NCC2CCCO2)cc1[N+](=O)[O-] (configuration not stated)	2.5%	-9%	-8%	-11%	-15%
COCCOC(=O)C1=C(C)NC(=S)NC1c1ccc(OCC(=O)N2CC(C)OC(C)C2)c(OC)c1 (configuration not stated)	2.8%	-7%	.	.	.
CN1C(=O)[C@@H]2C[C@@]3([C@@]45C[C@H]6C(=O)N(C)[C@@H](Cc7ccccc7)C(=O)N6[C@@H]4Nc4ccccc45)c4ccccc4N[C@H]3N2C(=O)[C@@H]1Cc1ccccc1	1.1%	-1%	5%	55%	12%
COc1ccc(C(NC(=O)/C=C/c2ccco2)c2ccc(OC)c(OC)c2)cc1 (configuration not stated)	0.1%	0%	0%	-13%	2%
O=C(NCc1cccnc1)c1nc(-c2ccc(C(F)(F)F)cc2)no1	0.4%	6%	-1%	39%	-2%
COC(=O)c1c(C(=O)OC)c(-c2cccc(C)c2)n2c1CS(=O)C2 (configuration not stated)	0.4%	-3%	1%	-13%	-4%
CSc1nnc(-c2cccn(Cc3ccccc3)c2=O)o1	1.6%	5%	2%	-1%	2%
CCOC(=O)c1c(-c2ccc(C)c(C)c2)csc1NC(=O)C1CC=CCC1C(=O)O (configuration not stated)	2.1%	-1%	-2%	11%	-1%
COc1ccc(CN2CCN(Cc3cc4ccccc4o3)CC2CCO)cc1C (configuration not stated)	i	-8%	-4%	27%	8%
CC(C)(C)c1ccc(S(=O)(=O)Nc2ccccn2)cc1	1.5%	-8%	-10%	0%	-4%
NC(=O)COC(=O)/C=C/c1ccccc1[N+](=O)[O-]	1.6%	-9%	1%	7%	4%
COc1cc(OC)c(CN2CCC(CO)(CCOc3ccccc3)CC2)c(OC)c1	1.9%	-3%	-7%	77%	28%
Cc1cc(C)nc(N/C(=N\S(=O)(=O)Cc2ccccc2)Nc2ccc(F)c(Cl)c2)n1	3.9%	2%	-12%	7%	3%
COc1ccc(C(=O)CN(CCC(=O)O)S(=O)(=O)c2ccc([N+](=O)[O-])cc2)cc1	i	-1%	-2%	-13%	-11%
N/C(=N\OC(=O)Cc1ccccc1[N+](=O)[O-])c1ccncc1	0.6%	-9%	2%	12%	-4%
CC(OC(=O)c1ccccn1)C(=O)Nc1ccc(C(F)(F)F)cc1 (configuration not stated)	2.0%	-16%	.	29%	5%
COc1ccc(-c2nc(-c3ccncc3)no2)cc1	1.7%	-22%	6%	1%	6%
CCCCc1ccc(NC(=O)COc2ccc(C(=O)Nc3ccccc3OC)cc2)cc1	.	.	-1%	19%	?
Cc1ccc(C)c(NC(=O)COC(=O)CCc2ccc(S(=O)(=O)N3CCOCC3)cc2)c1	i	1%	2%	-3%	3%
Nn1nnc2ccccc21	1.3%	-1%	-11%	-14%	0%
COCOc1cc(O)c2c(=O)c(OCOC)c(-c3ccc(OCOC)c(OCOC)c3)oc2c1	9.3%	7%	-4%	9%	-2%
Cc1ccc(NC(=O)COC(=O)CCC(=O)c2ccc(Cl)cc2)cc1S(=O)(=O)N(C)C	0.7%	-10%	-6%	7%	-22%
CCN(C(=O)c1cnc(OC)cc1C(F)(F)F)c1ccc(Cl)cc1	0.2%	10%	4%	-15%	-12%
O=C(OC(C(=O)NCc1ccco1)C(OC(=O)c1ccccc1)C(=O)NCc1ccco1)c1ccccc1 (configuration not stated)	0.7%	14%	0%	-2%	-6%
COC(=O)c1c(NC(=O)c2ccco2)sc(C(=O)N(C)C)c1C	6.9%	1%	1%	-2%	-5%
COc1cccc(CC(=O)N(CCC2=CCCCC2)c2c(N)n(Cc3ccccc3)c(=O)[nH]c2=O)c1	10%	-5%	0%	21%	16%
